FBPA Giardia inh: Giardia lamblia aldolase inhibition; 0.71% of 290,000 active; Potency, µM (titrated, usually from 59.6 µM), for the others: at the top dose activity, negative = inhibition, actives largely listed as inhibitors; purified Giardia FBPA; A8B2U2; AID 2451; further: potency means the concentration at half of the fitted maximal effect; nearly all actives have a fitted effect of over 55% in size
Target sequence (A8B2U2 whole entry, looked up): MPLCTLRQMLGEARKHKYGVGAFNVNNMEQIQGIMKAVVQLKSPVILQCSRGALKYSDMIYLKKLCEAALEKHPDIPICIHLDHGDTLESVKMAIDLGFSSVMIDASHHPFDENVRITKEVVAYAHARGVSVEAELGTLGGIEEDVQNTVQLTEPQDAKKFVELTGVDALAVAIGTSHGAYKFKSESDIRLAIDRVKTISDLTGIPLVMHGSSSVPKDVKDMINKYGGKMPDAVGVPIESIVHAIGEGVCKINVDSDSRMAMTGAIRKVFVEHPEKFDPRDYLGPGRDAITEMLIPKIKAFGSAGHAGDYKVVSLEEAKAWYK
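Giardia FBPA (40 nM reagent) was preincubated 10 min at RT with compound (up to 57.5 uM final), then substrate plus GAPDH/TPI/NAD/arsenate coupling system with diaphorase/resazurin was added; resorufin fluorescence (525/598 nm) was read after 20 min.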
HCMV antiviral: human cytomegalovirus inhibition; HFF cells, HCMV-luciferase reporter, 72 h; hits give low values; AID 1259415; 4.5% of 410,000 active; activity change, negative = inhibition, % at 57.5 µM; in the data active means activity change below about -60%; inconclusive means no clear call, values can overlap the other calls; inactive means above about -39%
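HFF cells seeded 16 h at 37C, treated with compounds, infected with luciferase-reporter HCMV at MOI 1 PFU/cell; luciferase read at 72 h post infection, normalized to buffer-only and Salinomycin controls.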
AmpC inh detg: AmpC beta-lactamase inhibition with detergent present | 0.041% of 370,000 active | P00811 | AID 485294 | AmpC hydrolysis of nitrocefin, absorbance 480 nm, 0.01% Triton | Potency, µM (highest dose often 114 µM), inactives show top-dose activity change, negative = inhibition, most hits filed as inhibitors;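 further: potency means the concentration at half of the fitted maximal effect; 0% = no-compound wells and -100% = no-enzyme wells; nearly all actives have a fitted effect of over 25% in size; some results filed as inactive show a strong effect at the top dose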
Target sequence (P00811 whole entry, looked up): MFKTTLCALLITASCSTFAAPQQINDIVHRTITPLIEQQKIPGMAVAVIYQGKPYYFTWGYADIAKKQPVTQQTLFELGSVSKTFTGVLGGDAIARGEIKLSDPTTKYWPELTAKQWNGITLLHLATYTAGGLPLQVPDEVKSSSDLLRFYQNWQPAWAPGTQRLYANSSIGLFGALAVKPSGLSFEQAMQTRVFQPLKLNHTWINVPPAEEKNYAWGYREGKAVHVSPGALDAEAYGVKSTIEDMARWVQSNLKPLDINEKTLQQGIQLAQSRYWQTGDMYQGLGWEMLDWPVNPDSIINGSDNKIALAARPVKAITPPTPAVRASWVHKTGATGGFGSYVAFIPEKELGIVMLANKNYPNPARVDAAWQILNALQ
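AmpC (5.3 nM in the dispensed reagent) in 20 mM phosphate pH 7.0 with 0.01% (detergent screen) or 0.0001% Triton X-100 was preincubated with compounds for 15 min at room temperature. Nitrocefin was then added from an 800 uM solution, and hydrolysis was followed at 480 nm.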
Sm TGR inh: S. mansoni TGR enzyme inhibition; Q962Y6; purified TGR, DTNB reduction, TNB absorbance 405 nm; Potency, µM (series often up to 114 µM), for the others: top-dose activity change, negative = inhibition, actives largely listed as inhibitors; 3% of 360,000 active; AID 485364; further: potency means the concentration at half of the fitted maximal effect; nearly all actives have a fitted effect of over 60% in size
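Kinetic colorimetric format: TGR-catalysed, NADPH-driven DTNB reduction monitored via TNB absorbance. Enzyme dispensed at 20 nM; compound exposure 15 min at room temperature before reaction start.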
AMA1-RON2 inh: disrupts binding of P. falciparum AMA1 to RON2; AlphaScreen AMA1-biotinylated RON2 peptide binding; Potency, µM (titrated, usually from 58.2 µM), without a hit: top-dose activity change, negative = inhibition, most hits filed as inhibitors; 0.2% of 360,000 active; AID 720542;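 further: potency means the concentration at half of the fitted maximal effect; 0% = vehicle wells and -100% = peptide control; nearly all actives have a fitted effect of over 45% in size; some results filed as inactive show a strong effect at the top dose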
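AMA1 (3D7) with his tag at 25 nM final met compounds first, then biotinylated RON2 peptide at 25 nM; detection used donor plus acceptor beads, 10 µg/mL apiece, read by AlphaScreen after 30 min at room temperature.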
HCV inh: inhibitors of hepatitis C virus infection | Huh7.5.1 HCVcc-Cre infection, luciferase reporter, 44 h | Potency, µM (titrated, usually from 41.8 µM), inactives show at the highest dose activity change, negative = inhibition, hits mostly inhibitors | 3.4% of 340,000 active; further: potency means the concentration at half of the fitted maximal effect
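Seed cells (1,000/well) for 4 h; treat with compound and infect with HCVcc-Cre, moi about 0.5. Incubate 44 h, then detect luciferase activity.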
* = called active by the depositor; ? = inconclusive; . = no result given; [ ] = another dose, or the depositor's remark. Unless noted, the call rests on the fitted dose curve; in most records, active means well fitted curve in the direction sought with a large enough effect; inconclusive means small, poorly fitted or top-dose-only effect, or another doubt; inactive means no such curve, though single readings can be large; an effect the other way counts as inactive or inconclusive. Unless noted, on the % scale 0 is the no-effect control and ±100 the full control effect.

| mol | FBPA Giardia inh | HCMV antiviral | AmpC inh detg | Sm TGR inh | AMA1-RON2 inh | HCV inh |
| --- | --- | --- | --- | --- | --- | --- |
| N#CCC(=O)Nc1sc2c(c1C(N)=O)CCCC2 | ? | -61.9* | -0.2% | -23.5% | 105.3%[activator] | -3.6% |
| Cc1cc(C)cc(-n2c(SCC(=O)Nc3ccc4c(c3)OCO4)nc3c([nH]c4ccccc43)c2=O)c1 | . | 27.9 | 2.0% | 2.1% | . | . |
| O=C(OCc1nc2ccccc2[nH]1)C12CC3CC(CC(C3)C1)C2 | 4.5% | -33.6 | ? | 2.9% | -2.3% | -22.6% |
| COC(=O)CN1C(=O)CSc2ccc(S(=O)(=O)Nc3ccc(C(C)=O)cc3)cc21 | . | ? | -2.0% | 10.2% | . | . |
| CCOc1ccc(C(=O)NC(=S)Nc2ccc(NC(=O)CC)cc2)cc1[N+](=O)[O-] | -15.5% | 1.8 | ? | -3.9% | 45.8%[activator] | ? |
| CCCC(=O)c1ccc(OCc2cn(CC(=O)c3ccc(O)cc3)nn2)cc1 | . | -3.8 | . | . | 0.0% | 6.9% |
| CCn1c(SCC(=O)NC)nnc1C(C)C | 1.2% | -33.2 | 0.7% | 7.1% | 0.4% | 30.9%[activator] |
| Cc1nn(CC(=O)c2ccc(Cl)s2)c(C)c1[N+](=O)[O-] | 0.9% | 5.2 | ? | 6.8% | -5.4% | 19.1% |
| O=C(CSCc1ccccc1)N/N=C/c1ccc(OCC(=O)N2CCCCC2)cc1 | 2.6% | -67.6* | -4.5% | -1.4% | -2.0% | 5.1% |
| Cc1ccc(OCCCC(=O)NNC(=O)c2ccncc2)cc1 | . | -18.5 | -18.9% | 2.2% | 94.7%[activator] | 12.4% |
| CC(C)C(=O)c1cc2c(cc1NC(=O)Nc1cccc3ccccc13)OCCO2 | -5.4% | . | -5.5% | -11.2% | . | . |
| CC1Cn2cc(C(=O)Nc3ccccc3C(F)(F)F)c(=O)c3c(Cl)ccc(c32)O1 (stereo unspecified) | . | -32.3 | ? | 4.6% | . | . |
| O=C(NCc1cccs1)C12CC3CC(CC(C3)C1)C2 | 3.1% | -30.4 | -9.7% | 12.3% | 0.0% | 5.8% |
| O=C(NCC1COc2ccccc2O1)C1CCCN(S(=O)(=O)c2cccc3cccnc23)C1 (stereo unspecified) | 1.2% | -6.7 | 10.2% | 4.3% | 4.5% | ? |
| O=C1C(=O)N(CNc2ccccn2)c2ccccc21 | . | -67.7* | ? | -1.4% | -0.4% | -6.3% |
| O=S(=O)(Nc1ccc(N2CCOCC2)cc1)c1cc(Cl)ccc1Cl | -4.6% | -36.1 | 0.3% | -4.9% | -23.8% | 6.4% |
| CCOC(=O)C1CCN(S(=O)(=O)CCNC(=O)c2cccc(OC)c2)CC1 | . | -14.9 | -1.5% | 1.6% | 0.7% | 29.7% |
| COCCNC(=O)c1ccccc1NC(=O)c1nsc2ccccc12 | . | 30.6 | -0.3% | 0.0% | . | . |
| COc1ccccc1NC(=O)NC1(C(=O)N2CCCCC2)CCCCC1 | -1.1% | -24.4 | -7.8% | -17.3% | -3.9% | 16.3% |
| COc1ccc(C(=O)NCCS(=O)(=O)NC(C)c2ccccc2)cc1 (stereo unspecified) | . | -35.8 | -15.1% | 2.4% | -8.2% | -3.8% |
| O=C(COC(=O)c1ccccc1Br)NCCN1C(=O)CSC1=O | -5.6% | -10.6 | ? | -3.6% | -0.8% | -21.0% |
| Nc1nonc1C(=Nc1ccccc1)NO | 14.2% | 24.4 | -7.7% | -0.1% | 4.3% | 2.4% |
| COc1ccc(NC(=O)c2ccc(COc3ccccc3)o2)cc1 | 1.4% | -14.1 | 0.0% | 0.8% | 0.0% | ? |
| CCOc1cccc(C(=O)N(Cc2cccc(F)c2)C2CCS(=O)(=O)C2)c1 (stereo unspecified) | 4.4% | -5.7 | -11.6% | -5.5% | -11.1% | 10.7% |
| COc1ccc(-n2nnc(-c3nsc(NC(=O)c4cccs4)n3)c2C)cc1OC | . | 8.3 | -1.4% | -2.0% | . | . |
| Cc1ccc(S(=O)(=O)N2CCN(C(=O)C3Cc4ccccc4CN3C(=O)c3ccco3)CC2)cc1 (stereo unspecified) | -2.5% | -15.3 | 0.3% | ? | 9.6% | -2.0% |
| O=C(COc1ccc([N+](=O)[O-])cc1)Nc1ccc2c(c1)CCC2 | . | -1.5 | 7.5% | -4.5% | 6.0% | -13.9% |
| COc1cccc(NC(=O)COC(=O)COc2cccc3c2OC(C)(C)C3)c1 | . | 18.8 | -2.7% | 0.7% | -2.2% | 18.3% |
| CCO[C@@H]1OC(C(=O)NCc2ccccc2)=C[C@H](C)[C@H]1CCCO | 4.2% | 22.3 | 6.5% | 3.8% | 3.2% | 5.4% |
| Cc1c(C(=O)OC(C)C)[nH]c2c1C(=O)CCC2 | 0.2% | -18.0 | ? | -1.4% | -8.7% | -11.7% |
| COc1ccc(N2CC(NC(=O)c3ccc(S(=O)(=O)N4CCCC4)cc3)CC2=O)cc1 (stereo unspecified) | . | 47.7 | -0.9% | 19.4% | . | . |
| O=C(COc1ccc(-c2nnco2)cc1)Nc1ccc(C(F)(F)F)cc1 | . | -75.2* | ? | 0.4% | -2.1% | ? |
| CC(C)OP(=O)(OC(C)C)C(Nc1ccc(C(=O)O)cc1)c1ccccc1 (stereo unspecified) | 10.5% | -33.6 | 11.2% | 9.2% | 5.1% | 20.3% |
| CC(=O)c1ccc(N2CCN(c3ccc(S(=O)(=O)NCCCN(C)C)cc3[N+](=O)[O-])CC2)cc1 | 3.8% | 0.0 | ? | -10.6% | -7.1% | 11.2µM* |
| COc1ccc(OC)c(NC(=O)Cn2cc(C=O)c3ccccc32)c1 | -2.6% | -10.6 | 0.7% | . | 10.0% | 5.4% |
| CCN(CC)c1cc(NCCO)c([N+](=O)[O-])c2nonc12 | -28.8% | 0.0 | 3.2% | -11.3% | -1.1% | -11.1% |
| Cc1cccc(/C=N/NC(=O)Cc2cccs2)c1 | -3.1% | 36.1 | 0.2% | 2.2% | 8.7% | -2.1% |
| CCC(=O)N(CCC1(c2ccccc2OC)CCOC(C(C)C)C1)Cc1ccco1 (stereo unspecified) | -0.5% | 3.5 | 9.4% | -33.0% | -20.0% | -20.0% |
| CCOCCCNC(=O)Cn1cnc2c(cnn2-c2ccc(OC)cc2)c1=O | 10.7% | 27.8 | ? | -22.1% | -2.4% | 11.3% |
| COc1cc2nc(NC(=O)c3ccc(S(=O)(=O)N4CCOCC4)cc3)sc2cc1OC | . | -13.9 | -2.8% | 5.1% | . | . |

By substructure, those above containing a Cl atom.
| mol | FBPA Giardia inh | HCMV antiviral | AmpC inh detg | Sm TGR inh | AMA1-RON2 inh | HCV inh |
| --- | --- | --- | --- | --- | --- | --- |
| Cc1nn(CC(=O)c2ccc(Cl)s2)c(C)c1[N+](=O)[O-] | 0.9% | 5.2 | ? | 6.8% | -5.4% | 19.1% |
| CC1Cn2cc(C(=O)Nc3ccccc3C(F)(F)F)c(=O)c3c(Cl)ccc(c32)O1 (stereo unspecified) | . | -32.3 | ? | 4.6% | . | . |
| O=S(=O)(Nc1ccc(N2CCOCC2)cc1)c1cc(Cl)ccc1Cl | -4.6% | -36.1 | 0.3% | -4.9% | -23.8% | 6.4% |

More entries follow.
| mol | FBPA Giardia inh | HCMV antiviral | AmpC inh detg | Sm TGR inh | AMA1-RON2 inh | HCV inh |
| --- | --- | --- | --- | --- | --- | --- |
| CC1=CC2=NC(=O)CC(C)(C(=O)N(CC(=O)NC3CCCC3)c3ccccc3F)N2C=C1 (stereo unspecified) | 10.1% | -31.6 | -6.8% | -8.2% | 24.4% | -0.4% |
| C[C@]12c3[nH]c4ccccc4c3CCN1C(=O)C(CC(=O)NCCCn1ccnc1)C[C@@H]2C(=O)N1CCOCC1 (stereo partly specified) | . | -1.2 | . | . | -12.1% | 13.4% |
| CCc1ccccc1S(=O)(=O)Cc1ccc(C(=O)NCCc2ccc(Cl)cc2)o1 | . | -35.8 | 2.1% | -7.2% | . | . |
| NC(=O)C1CCN(C(=O)C2CCC(=O)N(CC3CCCCC3)C2)CC1 (stereo unspecified) | 2.1% | 43.6 | -6.9% | -12.7% | -3.3% | 0.4% |
| Cc1cccn2c(=O)cc(COc3cccc(NC(=O)Nc4cccc(Cl)c4)c3)nc12 | . | 11.5 | 8.1% | 2.9% | . | . |
| Cc1cc2cc(CCNS(C)(=O)=O)c(=O)[nH]c2cc1C | -0.5% | 63.4 | -2.9% | -0.2% | -2.4% | -1.2% |
| O=C(Cc1c(F)cccc1Cl)Nc1ccc(S(=O)(=O)NCC2CCCO2)cc1 (stereo unspecified) | 3.7% | -3.6 | -2.0% | -10.2%[57.1 µM] | 3.6% | 12.3% |
| COCCSc1nnc(NC(=O)CS(=O)(=O)c2ccc(C)cc2)s1 | -4.2% | -4.9 | -9.8% | -15.7% | -2.9% | 6.5% |
| COc1ccc(C(=O)CSc2nnc(-c3ccco3)c(-c3ccco3)n2)cc1 | ? | ? | 8.6% | . | -16.6% | -9.9% |
| O=c1c2nnn(Cc3ccccc3)c2ncn1C/C=C/c1ccccc1 | 5.8% | -16.8 | ? | -12.6% | 9.6% | -5.6% |

Next part, overlapping the part above by three compounds.
| mol | FBPA Giardia inh | HCMV antiviral | AmpC inh detg | Sm TGR inh | AMA1-RON2 inh | HCV inh |
| --- | --- | --- | --- | --- | --- | --- |
| COCCSc1nnc(NC(=O)CS(=O)(=O)c2ccc(C)cc2)s1 | -4.2% | -4.9 | -9.8% | -15.7% | -2.9% | 6.5% |
| COc1ccc(C(=O)CSc2nnc(-c3ccco3)c(-c3ccco3)n2)cc1 | ? | ? | 8.6% | . | -16.6% | -9.9% |
| O=c1c2nnn(Cc3ccccc3)c2ncn1C/C=C/c1ccccc1 | 5.8% | -16.8 | ? | -12.6% | 9.6% | -5.6% |
| CCOc1ccc(N(C(=O)c2cnccn2)C(C(=O)NC2CCCCC2)c2ccc(O)cc2)cc1 (stereo unspecified) | 4.0% | -23.9 | -2.7% | -1.0% | -18.4% | -11.7% |
| O=c1[nH]c(=O)c2nnc(N/N=C/c3ccccc3F)nc2[nH]1 | ? | 6.9 | 9.0% | 15.0% | 61.0%[activator] | 12.4% |
| CCc1ccc(C(C)NC(=O)c2ccncc2)cc1 (stereo unspecified) | 17.6% | -19.8 | 5.2% | -23.4% | 0.0% | ? |
| O=C(COc1ccc2c3c(c(=O)oc2c1)CCCC3)N1CCN(c2ccc(F)cc2)CC1 | . | 0.0 | 2.2% | -0.3% | -1.8% | 10µM* |
| CC1CCN(S(=O)(=O)c2ccc(C(=O)N3CCCC(C(F)(F)F)C3)cc2)CC1 (stereo unspecified) | . | -18.6 | ? | -1.6% | -1.0% | ? |
| O=C(COc1ccccc1-c1ccccc1)N/N=C/c1cccnc1 | -0.5% | ? | 1.5% | 11.5% | -0.2% | ? |
